Bioassay records from PubChem BioAssay.
phage Ecoli inh = E. coli growth loss with phage present; growth absorbance; inhibition, % at 11.9 µM; AID 651602; 360,000 compounds, 0.26% hits; in the data active = inhibition above about 11%
Starred values were filed as active, the others as inactive. A portion of the library, so the mix of outcomes need not match the whole.

| canonical_smiles | phage Ecoli inh |
| --- | --- |
| Cc1cccc(C)c1NC(=O)C1c2ccccc2OCC(=O)N1Cc1ccc2c(c1)OCO2 (stereo not drawn) | 1.1 |
| COc1cc(CN2C(=O)C(C)ON=C2c2ncccc2C)cc(OC)c1 (stereo not drawn) | 2.1 |
| O=C(NCc1cccs1)c1ccc2sc(COCCO)nc2c1 | -0.2 |
| CCCNC(=O)c1cc(C2CCCCN2C(=O)c2ccc3ccccc3c2)on1 (stereo not drawn) | 0.0 |
| CC(C)C[C@@H](CN1CCC[C@@H]1CN1C(=S)NC[C@@H]1Cc1ccc(O)cc1)N1C[C@H](Cc2ccc(O)cc2)N(CC2CCCCCC2)C1=S | 4.0 |
| COc1ccc(CNC(=O)C[C@@H]2CC[C@@H](NS(=O)(=O)c3cccc(OC)c3)[C@@H](CO)O2)cc1 | 3.3 |
| O=C(NCc1ccccc1)[C@H]1CCCN1C(=O)[C@H]1CCCN1C(=O)c1cccs1 | 2.2 |
| O=C1C(=O)c2cccnc2-c2ncccc21 | 100.8* |
| COC(=O)[C@]12C[C@H](CC(=O)NCCCN3CCCC3=O)C(=O)N(Cc3ccc4c(c3)OCO4)C1=C[C@H](C(C)(C)C)O[C@@H]2C | -0.5 |
| OCC[C@@H]1C[C@H](O)[C@@H](O)[C@]2(OCc3ccc(CO)cc32)O1 | 2.3 |
| CN1CCC(N2CCN(C3CN(Cc4cn(Cc5ccc(C(F)(F)F)cc5)nn4)S(=O)(=O)C3)CC2)CC1 (stereo not drawn) | 4.2 |
| CS(=O)(=O)Nc1cccc(-c2cc(NC=O)c3ncc(-c4ccc(F)c(Cl)c4)n3c2)c1 | 1.6 |
| O=C(Nc1ccc(F)c(Cl)c1)Nc1nnc([C@H]2C[C@H](O)[C@@H](CO)O2)s1 | 4.1 |
| C[C@H](CO)N1C[C@H](C)[C@H](CN(C)C(=O)Nc2cccc(F)c2)Oc2cc(Br)ccc2S1(=O)=O | 1.2 |
| COC(=O)c1cc2c(c3c4cc(C)ccc4n(S(=O)(=O)c4ccc(OC)cc4)c13)C(=O)N(Cc1ccccc1OC)C2 | 0.4 |
| CCc1nc2ccc(C(=O)NCCCn3ccnc3)cn2c1N(C)Cc1ccc(OC)cc1 | 0.2 |
| CN(C)CCNC(=O)C1Cc2c(-c3ccccc3Oc3ccccc3)ccnc2O1 (stereo not drawn) | 1.5 |
| CC(=O)Nc1ccc(NC(=O)C2Cc3c(-c4ccc5c(c4)OCO5)ccnc3O2)cc1 (stereo not drawn) | 0.1 |
| CCc1nc2c(OCc3ccc(F)cc3)cccn2c1N(C)C(=O)COc1ccccc1 | 3.1 |
| Cc1cc(F)ccc1C(O)c1ncc(-c2ccc3ccccc3c2)[nH]1 (stereo not drawn) | 6.5 |
| CCOC(=O)c1c(-c2ccc(OC)cc2)oc2c1C(OC(C)=O)CCC2 (stereo not drawn) | 4.5 |
| COc1ccccc1C(=O)N1CCN(C(=O)[C@@H](Cc2ccccc2)NC(=O)[C@H]2O[C@@H](n3cnc(C(N)=O)n3)[C@H](O)[C@@H]2O)CC1 | 2.2 |
| Cc1cc(C(=O)N2CCC2(C)C(=O)NCCC#N)nn1C (stereo not drawn) | 1.6 |
| Cc1ccccc1-c1ccc2c(c1)[C@@H]1C[C@H](N(C)C(=O)Nc3ccccc3)[C@H]([C@H](C)O)CN1CC2 | -3.6 |
| CCCc1c(Cc2cccc(F)c2)ncn1Cc1cccc(-c2ccccc2)c1 | -0.6 |
| Cc1c(C(=O)NCc2ccc(C#N)cc2)sc(=O)n1Cc1ccccn1 | 3.0 |
| CCCNC(=O)C1(C)CCN(C(=O)c2cccc(C(F)(F)F)c2)C1 (stereo not drawn) | 2.6 |
| Cc1ccc(S(=O)(=O)N(C)c2ccc(OCC(=O)Nc3cc(C(=O)O)ccc3Cl)cc2)cc1 | 1.8 |
| CC(C)C1C(=O)N(Cc2cn(CCC3OCCO3)nn2)CCS(=O)(=O)N1Cc1ccc(-c2ccccc2Cl)cc1 (stereo not drawn) | 1.5 |
| Cn1c(=O)c2c(-c3ccccc3)n(-c3cc([N+](=O)[O-])ccc3N)cc2n(C)c1=O | 1.2 |
| O=C1NC[C@@H](CCCCN2C[C@H](Cc3ccc(O)cc3)N(Cc3ccccc3)C(=O)C2=O)N(Cc2ccccc2)C1=O | 0.4 |
| CC(=O)C[C@@H]1SC[C@H](c2ccccc2)N1S(=O)(=O)c1ccc(C)cc1 | 2.9 |
| C=CCN1[C@@H](C)[C@H](c2ccccc2)Oc2cccc(N3CCCC(C)C3)c2S1(=O)=O (stereo partly drawn) | 0.8 |
| Cc1nc2ccc(S(=O)(=O)CCC(=O)NCc3ccc(Cl)cc3)cc2s1 | 0.9 |
| CCOC(=O)[C@]12CCCC=C1N(Cc1ccc(Cl)cc1Cl)C(=O)[C@H](CC(=O)NCC13CC4CC(CC(C4)C1)C3)C2 | 0.9 |
| CCOC(=O)C1=CCN(S(=O)(=O)c2cccc(Cl)c2)C1c1cccc(Br)c1 (stereo not drawn) | 2.9 |
| Nc1ccccc1C(=O)NN=Cc1cccnc1 | 1.1 |
| CC(C)COC(=O)N(C)C[C@H]1OCc2cn(nn2)CCCC(=O)N([C@@H](C)CO)C[C@@H]1C | 3.4 |
| CCCCN(C=O)c1c(CC)nc2c(OCc3ccc(S(C)(=O)=O)cc3)cccn12 | 3.3 |
| O=C1NC[C@H](CCCCN2C[C@H](Cc3ccc(O)cc3)N(CCc3ccc(O)cc3)C(=O)C2=O)N(Cc2ccccc2)C1=O | -0.9 |
| COCCNC(=O)C1(C)CCCN(Cc2cn(C)c3ccccc23)C1 (stereo not drawn) | 1.6 |
| COc1cc(C(O)c2nc(-c3ccccc3OC)cs2)ccc1F (stereo not drawn) | 3.7 |
| CCc1nc2ccc(C(=O)NCc3ccccc3OC)cn2c1N(C)Cc1ccc(OC)cc1 | 1.7 |
| CCCN(C(=O)C1CCCN(c2ncnc3c2nc2n3CCCCC2)C1)c1ccccc1C (stereo not drawn) | -1.0 |
| O=C(NCCN1CCC(n2c(=O)[nH]c3ccccc32)CC1)c1cccc(F)c1 | 1.5 |
| CC(=O)Nc1cccc(-c2ccnc3c2CC(C(=O)Nc2cccc(Oc4ccccc4)c2)O3)c1 (stereo not drawn) | 0.3 |
| O=C(NCc1ccccc1)[C@@H]1CCCN1C(=O)[C@H]1CCCN1C(=O)C1CCCCC1 | 3.8 |
| COc1ccc(NC(=O)c2cc(-c3cc(F)ccc3OC)n[nH]2)c(OC)c1 | 3.7 |
| CCOC(=O)[C@]12CCC=C1N(Cc1ccc3c(c1)OCO3)C(=O)[C@H](CC(=O)N1CCCCC1)C2 | 0.6 |
| O=C(NCc1ccccc1)C(C1CC1)n1c(-c2cccs2)nc2ccccc21 (stereo not drawn) | 2.7 |

Some of these compounds in order of their number in phage Ecoli inh, low to high.
compound	phage Ecoli inh
CCCN(C(=O)C1CCCN(c2ncnc3c2nc2n3CCCCC2)C1)c1ccccc1C (stereo not drawn)	-1.0
CC(=O)Nc1cccc(-c2ccnc3c2CC(C(=O)Nc2cccc(Oc4ccccc4)c2)O3)c1 (stereo not drawn)	0.3
O=C(NCc1ccccc1)[C@@H]1CCCN1C(=O)[C@H]1CCCN1C(=O)C1CCCCC1	3.8

Following part.
| canonical_smiles | phage Ecoli inh |
| --- | --- |
| COc1cccc(NC(=O)C2(C)CCN2Cc2ccc(-c3ccccc3)o2)c1 (stereo not drawn) | 1.7 |
| CS(=O)(=O)c1cc(N2CCOCC2)ccc1CNC[C@H]1O[C@@H](n2cnc3c(=O)[nH]c(N)nc32)[C@H](O)[C@@H]1O | 2.6 |
| COC(=O)[C@@]12C[C@@H](CC(=O)NCc3ccc(OC)c(OC)c3)C(=O)N(Cc3ccccc3)C1=CCC(C)(C)C2 | 0.2 |
| C/C=C/C=C/C(=O)c1cc(C)c(OC(=O)CNC(=O)OC(C)(C)C)c(C)c1O | 1.6 |
| CC[C@@H]1CCC[C@@H](O)[C@@H](C)C(=O)O[C@H](C)[C@@H](C)C/C=C(C)/C(OC)=C\C(=O)N(C)C([C@@H](C)CC)C(=O)N(C)[C@@H](C(C)C)C(=O)N(C)[C@@H](COC)C(=O)N2CCC[C@H]2C(=O)N(C)[C@@H](C(C)C)C(=O)N2CCC[C@H]2C(=O)O1 (stereo partly drawn) | -0.6 |
| Cc1ccccc1C(=O)N[C@H](C(=O)N1CCC[C@H]1C(=O)NCCc1ccccc1Cl)c1ccccc1 | 2.8 |
| CCCNC(=O)C1(C)CCCN(Cc2cccc(C(F)(F)F)c2)C1 (stereo not drawn) | -1.0 |
| C/C=C/c1cccc(-c2nc(C(=O)NC3CCC3)cc3c2[C@@H](CCO)N(S(=O)C(C)(C)C)C3)c1 (stereo partly drawn) | 1.0 |
| CC(=O)C1=CCC(c2ccc(C)cc2)N(S(=O)(=O)c2ccc(Cl)cc2)C1 (stereo not drawn) | 1.8 |
| O=C1c2ccccc2C(c2nnnn2-c2ccc3c(c2)OCCO3)N1CCOc1ccccc1 (stereo not drawn) | 0.7 |
| O=C(C[C@H]1CC[C@H]2[C@@H](COC[C@H](O)CN2Cc2ccccc2)O1)NCCCN1CCOCC1 | 0.8 |
| Fc1ccc(-c2nc3ccc(Cl)cn3c2Cc2cccc(Cl)c2)cc1 | -1.5 |
| CCn1c(SCC(=O)Nc2cc(C)on2)nc2sc(C)c(C)c2c1=O | 1.8 |
| CSc1c2c([nH]c(=O)c1C#N)-c1ccccc1CC2 | 0.4 |
| CC1Oc2ccc(C#N)cc2N(Cc2cccc(F)c2)C1=O (stereo not drawn) | 1.6 |
| CC(=O)ON=C1C=CC(=C(C#N)c2ccccc2)C=C1 | -1.0 |
| CN(Cc1ccc(Cl)c(Cl)c1)C(C(=O)NCc1ccccc1)c1ccc(C(F)(F)F)cc1 (stereo not drawn) | 4.8 |
| COc1ccccc1C=NN1CCCCCC1 | 3.8 |
| O=C(Nc1ccc2c(c1)OCCO2)C(c1cc2ccccc2o1)N1CCN(c2ccc(C(F)(F)F)cn2)CC1 (stereo not drawn) | -2.0 |
| CCN(CC)C(=O)[C@H]1C[C@@H]2[C@H](C[C@@H](c3ccccc3)[C@H]1C)N(c1ccc(F)cc1)C(=O)N2C/C=C(\C)CCC=C(C)C | -2.2 |
| O=C1NC[C@H](CC2CCCCC2)N(CCC23CC4CC(CC(C4)C2)C3)C1=O | -0.7 |
| C=Cc1ccc(Cn2c(C)c(C(=O)NCc3cccc(C(F)(F)F)c3)sc2=O)cc1 | 3.2 |
| CCc1nc2c(OCCc3cccc(OC)c3)cccn2c1N(C)C(=O)c1cccs1 | 1.8 |
| O=C(Nc1nnc([C@@H]2C[C@H](O)[C@@H](CO)O2)s1)c1ccc(Oc2ccccc2)cc1 | -0.3 |
| CC(C)(C)Cc1c(C2CCCCC2)nc2ccc(Cl)cn12 | 5.3 |
| O=C(/C=C/[C@H]1O[C@@H](n2cnc3c(NC(=O)c4ccccc4)ncnc32)[C@H](O)[C@@H]1O)NC1CCCCC1 | 2.4 |
| CCCc1nc2c(C)cc(Br)cn2c1Cc1ccccc1OC | 0.1 |
| O=C(c1[nH]c(C(F)(F)F)nc1-c1ccccc1)N1CCN(Cc2c(F)cccc2Cl)CC1 | 3.9 |
| Cc1cc2oc(=O)cc(CN3CCCCCCC3)c2cc1Cl | 3.8 |
| CC(=O)Nc1ccc(C(=O)N2CCCCC2c2cc(C(=O)N3CCOCC3)no2)cc1 (stereo not drawn) | 3.2 |
| Cc1ccc(NC(=O)OC[C@@H]2CSCCS(=O)(=O)N2)cc1 | 2.5 |
| COc1ccc2nc(NN=Cc3cccc(C)n3)cc(C)c2c1 | 1.2 |
| CCOC(=O)C(c1nc2ccccc2[nH]1)n1c(-c2ccccn2)nc2ccccc21 (stereo not drawn) | 0.6 |
| COc1ccccc1CNC(=O)c1cc(-c2cc(Cl)ccc2C)n[nH]1 | 3.1 |
| CC1(C(=O)Nc2ccccc2)CCN1C(=O)CCc1ccc(Cl)cc1Cl (stereo not drawn) | 2.6 |
| CN1CCN(C(=O)c2cccc(-c3ccc4nccn4c3)c2)CC1 | 3.4 |
| CC1(C(=O)NS(=O)(=O)c2ccc3c(c2)CCO3)CCN1C(=O)C1(c2ccc(Cl)cc2)CC1 (stereo not drawn) | 1.3 |
| Cn1c(=O)c2cc(NC(=O)CCc3cccc(Cl)c3)ccc2n1Cc1cccc(C(F)(F)F)c1 | 3.1 |
| Cc1cc(C)n2nc(CNS(=O)(=O)c3ccc(C(C)(C)C)cc3)nc2n1 | 0.5 |
| CCOc1cc(N2CCC(O)CC2)ccc1Nc1ncc2c(n1)N(C)c1ccccc1C(=O)N2C | -0.7 |
| O=C(C(=O)N1CCN(C(=O)OCc2ccccc2)CC1)c1cccs1 | -1.2 |
| CC1=C(C(=O)N2CCCCCC2)CC(CC(=O)NCC2CCCCC2)C(=O)N1CCCN1CCCC1=O (stereo not drawn) | 1.6 |
| COC(=O)C1=C(C)N(Cc2ccc(C(F)(F)F)cc2)C(=NCc2ccc3c(c2)OCO3)NC1c1ccccc1C(F)(F)F (stereo not drawn) | 5.8 |
| Cc1c(Br)cccc1NC(=O)C1(C)CCN1Cc1ccccc1OC(F)F (stereo not drawn) | 1.9 |
| Cc1cnc(C(=O)N(c2ccc(N3CCOCC3)cc2)C2C(=O)Nc3ccccc3N=C2c2ccc(F)cc2)cn1 (stereo not drawn) | 3.4 |
| O=S1(=O)CC(N2CCN(CCO)CC2)CN1Cc1cn(Cc2ccc(Cl)cc2)nn1 (stereo not drawn) | 2.3 |
| COc1ccc(CCN2CCC(CN3C(=S)NC[C@@H]3Cc3ccccc3)CC2)cc1OC | 3.6 |
| CCCS(=O)(=O)NC(=O)C1(C)CCN1C(=O)Cc1ccc(Cl)cc1Cl (stereo not drawn) | 3.1 |
| COc1ccc(Nc2nc(NC(C)C)nc3ccsc23)cc1OC | 1.2 |
| Cn1c(=O)c2cc(NC(=O)CCc3ccccc3)ccc2n1Cc1cccc(C(F)(F)F)c1 | 2.5 |
| O=C(Nc1ccc(F)c(Cl)c1)C1Cc2c(-c3ccco3)ccnc2O1 (stereo not drawn) | 6.2 |
| OC(c1ccc(F)c(F)c1)c1nc(-c2cc(F)cc(F)c2)cs1 (stereo not drawn) | 2.7 |

Reformatted: 4 of the compounds above
> COc1ccc(Nc2nc(NC(C)C)nc3ccsc23)cc1OC
  phage Ecoli inh: 1.2

> Cn1c(=O)c2cc(NC(=O)CCc3ccccc3)ccc2n1Cc1cccc(C(F)(F)F)c1
  phage Ecoli inh: 2.5

> O=C(Nc1ccc(F)c(Cl)c1)C1Cc2c(-c3ccco3)ccnc2O1 (stereo not drawn)
  phage Ecoli inh: 6.2

> OC(c1ccc(F)c(F)c1)c1nc(-c2cc(F)cc(F)c2)cs1 (stereo not drawn)
  phage Ecoli inh: 2.7
